# Compound activity (PubChem BioAssay)
# procasp7 counter: counter-screen for procaspase-3 activators: activators of human procaspase-7 | activation, % at 8.5 µM | recombinant procaspase-7, Ac-DEVD-pNA absorbance 405 nm; D23A/D198A/D206A triple mutant, cannot self-cleave; scale: DMSO 0, 5 µM enzyme 100 | AID 463210 | 330,000 compounds, 0.093% hits;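 active = percent activation above the screen-wide mean plus 3 SD, cut at about 25% in these data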
# Target sequence (P55210 whole entry D23A/D198A/D206A): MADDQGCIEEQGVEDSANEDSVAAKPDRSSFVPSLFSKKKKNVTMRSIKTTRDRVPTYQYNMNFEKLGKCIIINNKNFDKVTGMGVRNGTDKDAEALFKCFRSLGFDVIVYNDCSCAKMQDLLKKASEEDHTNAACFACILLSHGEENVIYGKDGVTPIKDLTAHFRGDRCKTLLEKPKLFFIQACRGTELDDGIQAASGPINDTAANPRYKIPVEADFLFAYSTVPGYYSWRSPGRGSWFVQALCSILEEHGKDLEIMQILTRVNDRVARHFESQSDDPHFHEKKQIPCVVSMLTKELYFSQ
#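 Test system: Procaspase-7 triple mutant (PC-7 D3A). Also added: Ac-DEVD-pNA substrate, 400 µM as added. Schedule: 1 h enzyme–compound preincubation and 2 h substrate reaction, both 25 °C. Signal: p-Nitroaniline absorbance at 405 nm, read at 0 and 120 min. Control set: low DMSO alone, high DMSO plus 5 µM PC-7.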
# AHR act: human AHR activation; AID 2796; activation, % at 5 µM; AHR-responsive luciferase reporter cells, luminescence; 320,000 compounds, 2.5% hits; in the data active = activation above about 47%;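 also: 0% = vehicle wells and 100% = reference agonist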
# procasp3 activ: activates human procaspase-3; P42574; recombinant procaspase-3 D3A, Ac-DEVD-pNA absorbance 405 nm; activation, % at 8.5 µM; 330,000 compounds, 0.11% hits;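 active = activation above the mean of all tested compounds plus 3 SD, cut at about 21% in these data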;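 also: 0% = DMSO alone and 100% = DMSO wells spiked with extra 5 µM PC-3 D3A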
# Target sequence (P42574 whole entry D9A/D28A/D175A): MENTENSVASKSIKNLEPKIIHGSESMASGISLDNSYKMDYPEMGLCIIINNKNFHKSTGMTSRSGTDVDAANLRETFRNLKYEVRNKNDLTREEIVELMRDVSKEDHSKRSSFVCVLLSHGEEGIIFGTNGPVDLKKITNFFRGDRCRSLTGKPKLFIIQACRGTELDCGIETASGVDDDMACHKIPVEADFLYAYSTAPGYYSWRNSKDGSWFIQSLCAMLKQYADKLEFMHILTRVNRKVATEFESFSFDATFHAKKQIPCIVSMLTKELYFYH
#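 Test system: Procaspase-3 D3A mutant; medium: Zinc-free HEPES/NaCl buffer with 0.01% Triton X-100 at pH 7.4; reagent: DEVD-pNA substrate; doses: one concentration, 8.5 µM nominal, 0.8% DMSO; times: 1 h preincubation plus 2 h reaction at 25 °C; signal: Epi-absorbance at 405 nm of released p-nitroaniline, 0 and 120 min; replicates: singlicate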
# CIT2-GFP yeast: modulators of TOR pathway CIT2-GFP in S. cerevisiae | AID 2029 | 320,000 compounds, 0.065% hits | GFP response vs DMSO, % at 10 µM | S. cerevisiae CIT2-GFP strain, flow cytometry, 3 h; 100 means same as DMSO wells;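 active = GFP response relative to DMSO above a set limit, near the screen mean plus 3 SD, cut at about 150% in these data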;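 also: ratio of well median GFP fluorescence to mean of DMSO wells on the plate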
# LAP4 TOR yeast: modulators of TOR pathway LAP4-GFP in S. cerevisiae; S. cerevisiae LAP4-GFP multiplex, flow cytometry GFP, 3 h; median GFP as percent of DMSO wells; GFP response vs DMSO, % at 10 µM; 320,000 compounds, 0.34% hits; AID 2023;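 active = GFP response vs DMSO above a set limit, about the screen mean plus 3 SD, cut at about 150% in these data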
# RPL19A-GFP yeast: yeast TOR pathway RPL19A-GFP modulation; S. cerevisiae RPL19A-GFP strain, flow cytometry, 3 h; stronger effect = lower value; 330,000 compounds, 0.3% hits; AID 2025; percent response vs DMSO, % at 10 µM;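 active = percent response vs DMSO below 50%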;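 also: median channel GFP fluorescence of the barcoded RPL19A-GFP strain; ratio of sample median GFP to plate DMSO average so 100% = DMSO; lower means less RPL19A-GFP as with rapamycin TOR inhibition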
# AGP1 TOR yeast: yeast TOR pathway AGP1-GFP modulation. S. cerevisiae AGP1-GFP multiplex flow cytometry, 3 h; GFP as percent of DMSO wells. GFP response vs DMSO, % at 10 µM. 320,000 compounds, 0.02% hits;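 active = GFP response relative to DMSO above a set limit, near screen average plus 3 SD, cut at about 150% in these data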;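 also: median GFP channel fluorescence of the gated AGP1 strain per well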
# MEP2-GFP yeast: alters MEP2-GFP fluorescence in TOR pathway yeast screen; S. cerevisiae MEP2-GFP strain, flow cytometry GFP, 3 h; 100% = DMSO control level; GFP response vs DMSO, % at 10 µM; 330,000 compounds, 0.51% hits;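 active = GFP response versus DMSO above a set limit, roughly screen mean plus 3 SD, cut at about 180% in these data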;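 also: median GFP fluorescence of the barcode-gated MEP2-GFP cells per well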
# An asterisk follows results filed as active; nt = not tested or not shown.
SMILES,procasp7 counter,AHR act,procasp3 activ,CIT2-GFP yeast,LAP4 TOR yeast,RPL19A-GFP yeast,AGP1 TOR yeast,MEP2-GFP yeast
CCCCCNC(=O)c1cn(CC)c2cc(N3CCN(C)CC3)c(F)cc2c1=O,3.2,13.5,1.2,105.4,88.6,106.6,98.2,102.0
O=S1(=O)CCOC[C@H](Cc2ccccc2)N1Cc1ccc(F)cc1,5.7,1.6,1.4,95.7,138.4,100.7,90.7,90.5
Cc1ccc(C)c(N(CC(=O)NCc2ccco2)C(=O)CNS(=O)(=O)c2ccccc2)c1,-3.2,-4.0,-2.5,102.6,90.6,102.2,98.4,104.3
O=C(CCC1CCCN(Cc2ccc3c(c2)CCO3)C1)NCc1ccc(F)c(F)c1 (configuration not stated),-5.4,1.0,6.8,100.4,94.3,104.3,100.3,107.5
CCn1c(N2CCN(CC(=O)c3c(C)n(C)c4ccc(OC)cc34)CC2)nc2c1c(=O)[nH]c(=O)n2C,9.2,0.1,-3.4,101.7,112.8,102.3,106.9,100.8
NS(=O)(=O)c1ccc(CNC(=O)c2csc3c2CCCC3)cc1,0.6,-1.2,-0.6,87.4,121.0,96.6,104.2,103.5
COC(=O)[C@H](Cc1c[nH]c2ccccc12)NC(=O)Cc1c[nH]c2ccccc12,-3.4,16.1,-2.1,102.2,96.8,102.2,102.9,99.7
CCN(CC(=O)NCc1cccs1)C(=O)c1ccc(NS(=O)(=O)c2ccc(C(C)=O)cc2)cc1,-0.5,-1.7,6.2,90.6,101.4,97.8,109.4,101.9
CCOC(=O)N1CCN(Cc2nc3cc(NC(C)=O)ccc3n2CC)CC1,2.3,-1.1,0.1,98.0,89.5,100.3,99.0,93.3
CCOC(=O)c1c(S(=O)(=O)Nc2ccccc2OCC)c(C)n(C)c1C,8.9,3.0,0.4,105.1,97.9,94.9,108.0,97.5
Cc1cn(C2OC(COC(=O)c3ccccc3)C(OC(=O)c3ccccc3)C2OC(=O)c2ccccc2)c(=O)[nH]c1=O (configuration not stated),2.1,-1.2,-12.4,93.0,109.0,101.2,102.5,107.1
Cc1ccccc1NS(=O)(=O)c1ccc(C2CNC(=O)C2)cc1 (configuration not stated),4.3,7.5,-7.0,96.4,105.0,103.0,100.9,102.1
COc1ccc(N2CCN(CCOc3ccc4c(C)cc(=O)oc4c3)CC2)cc1,6.3,-6.3,11.5,113.3,89.6,108.4,103.2,93.3
CC(NCc1ccc([N+](=O)[O-])cc1)C1COc2ccccc2O1 (configuration not stated),5.0,-0.1,0.9,91.8,105.4,101.8,93.9,100.8
COc1ccccc1N(C)S(=O)(=O)c1ccc(C(=O)OCC(=O)NCCC2=CCCCC2)cc1,-0.6,5.2,5.7,100.8,98.2,101.0,101.3,113.0
COC(=O)c1sc(NC(=O)COc2ccccc2)nc1C,0.3,7.1,2.6,91.6,91.4,92.7,86.7,99.0
COc1cccc(NC(=S)Nc2cc(C(=O)O)ccc2N2CC3CC(C2)c2cccc(=O)n2C3)c1 (configuration not stated),-13.5,2.7,-5.8,106.6,95.2,103.3,99.6,111.0
O=C(O)c1ccc(/C=N/NC(=O)C(O)(c2ccccc2)c2ccccc2)cc1,-7.2,0.7,5.8,95.5,84.5,103.2,91.4,99.3
COCCn1c(SCC(=O)Nc2cccc(NC(C)=O)c2)nc2c([nH]c3ccccc32)c1=O,-6.5,107.9*,2.6,95.5,89.8,100.0,93.2,97.5
Nc1cc[n+](CC(=O)Nc2ccccc2)cc1,4.2,-1.8,-0.8,87.3,82.0,85.4,84.2,87.9
CCOC(=O)c1cc2c(ccn2C)n1CC(=O)N1CCN(c2ccc(F)cc2)CC1,-0.1,0.6,3.8,90.4,96.5,95.7,97.8,99.6
CN(Cc1ccccc1)C(=O)CSc1nc2cc(C(=O)N3CCC(C(N)=O)CC3)ccc2c(=O)n1-c1ccccc1,2.4,-1.5,2.2,93.7,85.7,96.0,98.3,98.2
O=C(O)CCCCCCCCCCCc1ccccc1,-0.8,2.3,7.5,86.7,98.4,94.7,88.8,97.6
CC(=O)Oc1ccc(C(=O)Nc2ccccc2C(=O)Nc2ccc(C(=O)O)cc2)cc1,-14.3,11.4,10.1,107.1,101.8,111.9,106.2,117.6
O=C(CSC1=NCCN1)Nc1cccc(C(F)(F)F)c1,11.9,2.1,3.4,96.5,99.2,99.9,102.9,101.0
C=CCN1C(=O)C(Cc2ccc(OCC)cc2)S/C1=N\N=C\c1cccs1 (configuration not stated),6.9,1.1,12.0,103.4,105.5,102.1,103.5,96.8
O=C(CSc1nc2ccccc2c(=O)n1CCCN1CCOCC1)Nc1cccc(S(=O)(=O)N2CCCCCC2)c1,-5.7,-0.6,-1.0,102.7,94.2,103.8,100.4,98.0
CCc1nnc(NC(=O)C2CCCN2S(=O)(=O)c2ccccc2)s1 (configuration not stated),4.1,-0.6,4.7,99.6,91.9,97.6,98.9,97.8
O=S(=O)(Cc1cc(-c2ccc(Cl)cc2)no1)c1ccccc1,18.8,2.5,5.3,112.1,110.5,110.6,113.9,109.5
CC(/C=N/NC(=O)c1ccccc1F)=C\c1ccccc1,5.2,-4.5,5.9,94.5,100.8,94.2,90.8,95.0

# As a short view, part of the list above.
SMILES,procasp7 counter,AHR act,procasp3 activ,CIT2-GFP yeast,LAP4 TOR yeast,RPL19A-GFP yeast,AGP1 TOR yeast,MEP2-GFP yeast
O=C(CSc1nc2ccccc2c(=O)n1CCCN1CCOCC1)Nc1cccc(S(=O)(=O)N2CCCCCC2)c1,-5.7,-0.6,-1.0,102.7,94.2,103.8,100.4,98.0
CCc1nnc(NC(=O)C2CCCN2S(=O)(=O)c2ccccc2)s1 (configuration not stated),4.1,-0.6,4.7,99.6,91.9,97.6,98.9,97.8
O=S(=O)(Cc1cc(-c2ccc(Cl)cc2)no1)c1ccccc1,18.8,2.5,5.3,112.1,110.5,110.6,113.9,109.5
CC(/C=N/NC(=O)c1ccccc1F)=C\c1ccccc1,5.2,-4.5,5.9,94.5,100.8,94.2,90.8,95.0

# (cont.)
SMILES,procasp7 counter,AHR act,procasp3 activ,CIT2-GFP yeast,LAP4 TOR yeast,RPL19A-GFP yeast,AGP1 TOR yeast,MEP2-GFP yeast
CC(C)(C)C(=O)NC1(C(F)(F)F)NC(=O)N(c2ccc(F)cc2)C1=O (configuration not stated),5.4,-0.1,3.4,111.2,105.7,103.6,109.2,111.0
O=C(Nc1ccc(F)cc1)c1nc2c(nnn2Cc2cccc3ccccc23)c(=O)[nH]1,-2.0,0.2,-2.5,104.9,105.8,101.4,99.9,98.8
c1ccc(-c2nnc(SCc3nnc(-c4cccs4)o3)o2)cc1,3.1,3.7,4.5,104.7,95.6,88.1,90.1,106.6
CCOc1cc(/C=N/NC(=O)Cn2nc([N+](=O)[O-])cc2C)cc(Br)c1OCc1ccccc1C,11.6,1.6,-4.3,94.1,103.2,98.6,101.0,106.1
Cc1nn2cc(-c3ccc(Cl)cc3)cnc2c1Cl,-1.5,-1.3,0.6,89.2,108.0,92.2,94.7,116.0
Cc1c(/C=N/O)c2ccccn2c1C=O,9.5,2.2,5.7,90.2,100.5,101.9,101.0,96.3
Cc1nn(C)c(C)c1NC(=O)c1cc2nc(-c3ccco3)cc(C(F)(F)F)n2n1,-5.8,-4.2,-4.9,106.5,106.6,103.3,105.6,104.0
CSc1ncccc1C(=O)OCc1ccccc1F,0.3,-1.0,-1.9,100.5,99.6,96.8,99.2,105.2
O=C(NC1CCCCC1)[C@H](O)[C@@H](O)C(=O)NC1CCCCC1,7.6,0.7,6.6,112.0,104.1,108.2,110.2,108.1
COc1cccc(OC)c1C1=CC(=O)C[C@H](c2ccc3c(c2)OCO3)C1,6.9,41.2,0.5,93.8,108.7,103.6,96.2,108.1
COc1ccc(C(=O)N(CCc2ccccc2)Cc2ccccc2)cc1S(=O)(=O)N1CCOCC1,-0.1,0.1,5.4,89.9,100.1,89.8,100.0,87.5
O=C1N=C(N2CCCCC2)S/C1=C\c1ccc(Br)cc1,-5.7,17.0,2.3,93.5,85.9,102.1,86.5,96.9
CC(=O)Nc1ccc(NC(=O)C(=O)NCC(c2ccco2)N2CCc3ccccc32)cc1 (configuration not stated),-0.6,1.6,-3.1,94.9,102.5,94.1,101.6,95.7
COc1ccc(/C=N/NC(=O)c2ccc(N(C)S(=O)(=O)c3ccccc3)cc2)cc1OC,4.2,3.8,4.4,108.2,98.1,104.1,100.2,102.9
Cc1cnc(C(=O)OCC(=O)c2ccc(-c3ccccc3)cc2)cn1,0.2,4.8,2.9,88.9,103.5,96.3,94.6,91.5
O=C(NNC(=S)NCCCN1CCOCC1)c1ccncc1,-12.4,-0.2,-7.6,89.0,109.1,96.7,98.8,92.5
CC(C)(C)C(=O)NC(=S)Nc1sc2c(c1C#N)CCCCC2,-5.7,59.3*,-2.4,97.1,96.1,101.2,101.3,101.0
C=CCn1c(-c2ccc(N)cc2)nc2ccccc21,-1.5,12.4,-4.2,98.0,95.6,93.9,97.0,101.5
CCCCCCSc1nsc(N)n1,9.5,15.8,0.1,97.0,nt,97.6,92.8,98.7
Cc1ccc(NC(=O)CN2CCN(c3ccccn3)CC2)c(Cl)c1,5.6,2.8,-9.2,87.4,87.2,90.6,nt,94.0
CC1CCCN(C(=O)CN2C(=O)NC(C)(c3ccc4ccccc4c3)C2=O)C1 (configuration not stated),14.1,0.2,4.7,107.6,102.7,102.7,109.4,104.0
CCN(CC)C(=O)CSc1nc2ccccc2c(=O)[nH]1,9.5,12.6,10.9,96.4,88.3,96.5,95.2,95.9
CN(C(=O)c1cccc(C#N)c1)c1nnc(-c2cnccn2)s1,3.9,-0.8,1.4,96.4,90.1,91.6,93.0,88.9
O=C(Cc1cccs1)Nc1nnc(C2CC2)s1,3.1,6.1,8.2,101.8,101.1,97.0,100.2,94.4
Cc1ccc(C2C(C(=O)c3cc4ccccc4o3)=C(O)C(=O)N2CCN2CCOCC2)cc1 (configuration not stated),-43.0,1.9,-9.2,100.5,106.5,94.5,76.6,102.1
O=C(COC(=O)c1cc(S(=O)(=O)N2CCOCC2)ccc1F)NCCc1ccc(F)cc1,10.5,0.5,5.5,103.0,99.4,101.5,100.3,105.0
CN1CC(=O)N(CC(=O)Nc2ccc(Cl)c(C(F)(F)F)c2)C1=O,11.1,5.0,-6.8,107.0,104.4,99.1,99.2,94.2
c1ccc2cc(Sc3ncnc4c3oc3ccccc34)ccc2c1,8.0,4.2,-1.8,nt,95.5,103.1,102.6,102.4
CSC1=NCCN1S(=O)(=O)c1ccc(Cl)cc1,13.8,-0.2,1.7,90.3,107.2,94.5,93.7,89.8
COc1ccc(NC(=O)COc2ccccc2Cc2ccccc2)cn1,-9.8,3.1,-1.5,86.2,110.0,98.9,95.5,103.5
CCc1ccc(CCC(=O)Nc2sc3c(c2C#N)CCCC3)o1,8.3,2.8,5.2,96.7,97.4,99.4,98.2,93.6
COc1ccc(CNC(=O)Cn2cc(C(F)(F)F)ccc2=O)cc1OC,1.8,-0.8,1.4,102.6,100.5,101.0,98.4,109.7
Nc1ccn(CC(=O)NCc2ccccc2)c(=O)n1,8.8,-1.6,-5.2,85.8,95.9,96.0,92.2,89.7
